CaV13 ICDI inh: Disruptors of the CACNA1D IQ motif to Ca2+-dependent inactivation inhibitor domain association, primary screening, Förster resonance energy transfer in intact living …; HEK cells, CFP/YFP FRET ICDI-IQ, plate reader, 10 min; percent FRET-ratio fall versus neutral wells; inhibition, % at 12.3 µM; actives 0.098% (n = 340,000);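 active means mean replicate inhibition of at least 30% and at least 1% of replicates passing that level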;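 further: 0% = median of the neutral control wells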
ABHD5-PLIN5 inh: inhibitors of human ABHD5-perilipin-5 interaction. Split G. princeps luciferase complementation, luminescence, 4 h. actives 0.78% (n = 360,000). Q00G26+Q8WTS1. AID 602281. inhibition, % at 4 µM;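 active means inhibition above the mean inhibition across every tested compound plus 3 SD, cut at about 22% in these data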;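 further: 0% = DMSO only wells and the 100% control is not disclosed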
H9c2 protect: myocardial damage modulation in H9c2 cells; actives 0.63% (n = 360,000); protection from H2O2 cell death, % at 20 µM; AID 588492; H9c2 cardiomyocytes, H2O2 injury protection, ATPLite, 2 h;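 active means compounds giving at least 50% protection of heart cells from peroxide-induced death in the single-dose screen, raw or plate-pattern-corrected value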;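 further: 0% = DMSO wells with peroxide and 100% = DMSO wells without peroxide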
N-glyco inh: N-linked glycosylation inhibition; reporter increase, % at 12.5 µM; D54 ERlucT glycosylation luciferase reporter, 24 h; percent of 100 nM tunicamycin response; actives 0.23% (n = 360,000);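 active means mean luciferase reporter signal, scaled so untreated is 0 and the glycosylation-blocking control 100, at or above a set limit in every replicate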;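 further: luciferase carries N-glycosylation sites so blocking glycosylation raises the light; 0% = median of neutral control wells and 100% = median of 100 nM tunicamycin wells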
PDI inh: PDI (human) enzyme inhibition | PDI insulin aggregation turbidity, A650, 90 min | inhibition, % at 10 µM | actives 0.052% (n = 350,000) | AID 588391;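 active means mean inhibition across replicates of 30% or more, whatever share of single replicates reach that level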;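 further: absorbance from insulin aggregation driven by PDI reduction with DTT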
ABCB6 inh MLPCN: blocks the human ABCB6 transporter | K562-ABCB6 porphyrin accumulation, flow cytometry, 1 h; stronger effect = lower value | fluorescence ratio to DMSO, % at 10 µM | actives 0.19% (n = 360,000) | AID 602162;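 active means fluorescence ratio to DMSO below 75%, the collection mean minus 3 SD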;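 further: signal is porphyrin accumulated inside mitochondria; 100% equals median channel fluorescence of DMSO control wells; lower ratio means ABCB6 inhibition with less porphyrin fluorescence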
Target sequence (Q9NP58 whole entry, looked up): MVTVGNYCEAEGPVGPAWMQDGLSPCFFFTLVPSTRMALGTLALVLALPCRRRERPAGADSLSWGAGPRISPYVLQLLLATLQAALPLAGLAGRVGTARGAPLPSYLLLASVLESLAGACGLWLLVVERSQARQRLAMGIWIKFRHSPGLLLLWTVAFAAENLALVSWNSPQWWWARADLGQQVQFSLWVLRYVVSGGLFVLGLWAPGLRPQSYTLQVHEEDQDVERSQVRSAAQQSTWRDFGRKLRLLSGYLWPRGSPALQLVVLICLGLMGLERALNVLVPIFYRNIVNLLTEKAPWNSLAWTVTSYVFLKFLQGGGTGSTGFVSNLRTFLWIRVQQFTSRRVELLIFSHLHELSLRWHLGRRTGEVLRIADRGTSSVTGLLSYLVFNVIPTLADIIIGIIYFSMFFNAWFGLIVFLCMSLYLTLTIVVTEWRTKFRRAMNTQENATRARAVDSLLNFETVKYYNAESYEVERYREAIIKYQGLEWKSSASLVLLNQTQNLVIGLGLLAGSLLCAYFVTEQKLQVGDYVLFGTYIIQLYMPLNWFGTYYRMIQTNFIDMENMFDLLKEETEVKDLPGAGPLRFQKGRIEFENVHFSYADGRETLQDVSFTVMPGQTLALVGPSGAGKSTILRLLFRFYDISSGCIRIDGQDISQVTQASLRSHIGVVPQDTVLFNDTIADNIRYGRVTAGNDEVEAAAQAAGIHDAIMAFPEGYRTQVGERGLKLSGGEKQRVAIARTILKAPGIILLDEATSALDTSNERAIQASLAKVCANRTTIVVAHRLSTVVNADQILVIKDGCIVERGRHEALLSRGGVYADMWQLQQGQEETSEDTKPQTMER
Granule exo inh: blocks lytic granule exocytosis; TALL-104 LAMP-1 surface exposure, flow cytometry; cells stimulated with thapsigargin and PMA; inhibition, % at 10 µM; actives 0.66% (n = 360,000);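 active means inhibition above about 55%, limit read from the data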
MC4R barr agon: human MC4R agonism via beta-arrestin | P32245 | U2OS MC4R beta-arrestin complementation, luminescence; percent of melanotan II response, DMSO zero | activation, % at 8.9 µM | actives 0.98% (n = 360,000);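 active means activation above a per-plate cutoff, the mean activation of sample wells on that plate plus 3 SD, cut at about 8% in these data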
m5-HT2A agonist: agonists of mouse serotonin 5-HT2A receptor (HTR2A); P35363; CHO-K1 mHTR2A beta-arrestin complementation, luminescence; percent of 30 µM serotonin response; activation, % at 7.6 µM; actives 0.66% (n = 360,000); AID 624169;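 active means activation above a run cutoff, the mean activation of all tested compounds plus 3 SD, cut at about 14% in these data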;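 further: 0% = plate median of compound wells and 100% = 30 µM serotonin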
MC4R antagonist: blocks human MC4R cAMP signaling. AID 540295. actives 0.48% (n = 360,000). MC4R-expressing cells, MTII-stimulated cAMP, LANCE TR-FRET. inhibition, % at 6.5 µM;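 active means inhibition above its plate's cutoff, the mean of tested wells on that plate plus 3 SD, cut at about 29% in these data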;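 further: 0% = Melanotan II alone and 100% = Melanotan II plus saturating MCL0020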
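system = U2OS cells with stable human MC4R expression | also added = Melanotan II challenge after compound preincubation | dosing = one concentration, 6.5 µM nominal | incubation = compound 30 min, challenge 1 h, detection 1 h | measured by = TR-FRET with Eu-cAMP and labeled anti-cAMP, 671 nm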
Active calls of the source: *; · = not tested or not shown. Outcome played no part in choosing rows; any-hit rate near 4.2%.

SMILES	CaV13 ICDI inh	ABHD5-PLIN5 inh	H9c2 protect	N-glyco inh	PDI inh	ABCB6 inh MLPCN	Granule exo inh	MC4R barr agon	m5-HT2A agonist	MC4R antagonist
CCOc1cc(/C=N/Nc2cccc(C(=O)O)c2)ccc1OCC(=O)N1CCCCC1	-4	-4	1	-1	14	102	2	-1.3	6	0
CCOC(=O)c1[nH]c(C)c(C(=O)NCCCN2CCOCC2)c1C	-11	-8	-2	0	0	98	0	3.2	-2	2
COc1ccc2nc(NC(=O)CSc3ccccc3)sc2c1	·	-8	-11	-3	-5	102	-1	1.2	-3	-1
CCCCNC(=O)/C=C/c1ccc(S(=O)(=O)Nc2ccc(OC)cc2)cc1	1	0	-2	-3	5	96	0	-0.2	-4	23
CCCn1nc(C(=O)NNC(=O)c2cc(S(=O)(=O)NC)ccc2Br)c2ccccc2c1=O	-7	-2	5	-2	16	97	-4	-0.7	2	8
CC(C)C1C(=O)N(Cc2cn(CCC3OCCCO3)nn2)CCS(=O)(=O)N1Cc1ccc(-c2ccc(Cl)nc2)cc1 (centres undefined)	-6	-4	18	9	-7	95	0	0.4	4	1
CN1CCc2nc(NC(=O)COc3ccc4ccccc4c3)sc2C1	4	4	7	11	-5	96	-2	-3.0	-3	14
NC(c1csc(Nc2ccc(C(=O)NCCCO)cn2)n1)C1CCCCC1 (centres undefined)	-5	4	1	3	3	89	-4	0.0	3	1
O=C(COn1nnc2ccccc21)N1CCN(Cc2ccccc2)CC1	0	-1	4	0	0	94	-8	-3.9	-4	-2
Cc1ccccc1NS(=O)(=O)c1cc(C(=O)NCc2ccco2)ccc1C	-5	16	7	-1	-3	100	-1	-1.3	0	7
COc1ccc(C(=O)c2coc3ccc(O)c(CN4CCOCC4)c23)cc1	-1	8	8	-6	·	98	-3	-0.8	-1	-1
Cc1ccc(C(=O)N2CCOCC2)cc1S(=O)(=O)Nc1cccc(C)c1C	·	3	-12	-2	14	102	-4	-0.8	-1	7
O=C(Nc1ccc(Cl)c(C(F)(F)F)c1)N1CCCC(O)C1 (centres undefined)	·	-1	-11	0	-7	114	-1	-0.6	2	7
COCCN(C(=O)CCC(=O)Nc1nccs1)C(C(=O)NC(C)(C)C)c1ccc(C)cc1 (centres undefined)	-4	-3	5	1	16	102	-1	0.5	-3	10
O=C(NC1CCCCC1)c1c(O)nc2sccn2c1=O	-6	2	3	0	3	99	2	-1.8	-3	10
CC(C)(C)c1ccc(OCC(=O)NNC(=O)c2cccnc2)cc1	-5	-6	0	1	0	106	2	0.8	-1	8
CC1(C)Cc2c(sc(NC(=O)COc3ccc(Cl)cc3Cl)c2C(N)=O)C(C)(C)N1	·	3	-6	-4	2	97	32	2.0	0	-5
CCc1nc2ccc(C(=O)NCCCn3ccnc3)cn2c1N(C)Cc1ccc(OC)cc1	-6	3	0	0	-2	97	3	-1.4	-5	15
C[C@@H](C(=O)Nc1nc(-c2ccccn2)cs1)N1C(=O)C2CCCCC2C1=O (some centres undefined)	-7	-20	95*	6	21	101	3	0.7	-1	5
CC1(C(=O)NS(=O)(=O)c2ccc(F)cc2F)CCN1C(=O)Cc1cc(F)ccc1F (centres undefined)	-10	3	1	2	-5	86	-4	0.7	3	3
COc1cccc(C(=O)OCC(=O)Nc2ccc3c(c2)OCCO3)c1	-4	1	0	2	-3	101	7	-1.8	-3	7
O=C(O)CSc1nc2ccccc2o1	-5	0	8	2	10	97	1	-0.9	4	0
CC(=O)Nc1ccc(S[C@@H](CCN2CC[C@H](C(C)(C)C)CCC2=O)c2ccccc2)cc1	-5	-9	6	-4	3	91	5	-1.7	-2	2
CN1/C(=C\C(=O)COC(=O)CNC(=O)c2ccccc2F)C(C)(C)c2ccccc21	-6	1	-6	2	-4	180	5	0.0	1	6

Part of the list above, with two lines to a compound:
Value order: CaV13 ICDI inh, ABHD5-PLIN5 inh, H9c2 protect, N-glyco inh, PDI inh, ABCB6 inh MLPCN, Granule exo inh, MC4R barr agon, m5-HT2A agonist, MC4R antagonist
> COc1cccc(C(=O)OCC(=O)Nc2ccc3c(c2)OCCO3)c1
    -4, 1, 0, 2, -3, 101, 7, -1.8, -3, 7
> O=C(O)CSc1nc2ccccc2o1
    -5, 0, 8, 2, 10, 97, 1, -0.9, 4, 0

Carrying on:
SMILES	CaV13 ICDI inh	ABHD5-PLIN5 inh	H9c2 protect	N-glyco inh	PDI inh	ABCB6 inh MLPCN	Granule exo inh	MC4R barr agon	m5-HT2A agonist	MC4R antagonist
COc1cc(/C=N/NC(=S)NCC2CCCO2)cc(OC)c1OC (centres undefined)	-2	-4	7	1	-6	93	-4	2.2	3	-9
COc1ccccc1NC(=O)C(C)OC(=O)CCNS(=O)(=O)c1ccc(C)c(C)c1 (centres undefined)	-5	1	-6	0	-1	98	0	0.6	-2	3
CCOC(=O)c1sc2nc(C)nc(SCC(=O)N(CC)C3CCS(=O)(=O)C3)c2c1C (centres undefined)	-5	4	-22	-2	-12	101	28	1.4	2	19
O=C1CSC(c2cn(-c3ccccc3)nc2-c2cc3ccccc3o2)N1Cc1ccccc1 (centres undefined)	-4	3	-3	3	-8	88	0	-2.0	0	2
CCc1ccc(NC(=O)C2CCN(S(=O)(=O)c3c(C)[nH]c(=O)[nH]c3=O)CC2)cc1	-9	4	-4	-2	-3	97	8	-1.5	1	-2
O=C(COC(=O)C1CC(=O)N(CCc2ccccc2)C1)c1ccc[nH]1 (centres undefined)	-6	-2	1	0	-2	98	1	-2.6	-3	-3
O=C(NCC1CCCO1)C(c1cccs1)N(Cc1ccccc1)C(=O)c1ccc(-c2ccccc2)[nH]1 (centres undefined)	-5	-1	4	-3	-7	96	6	-0.3	1	10
COc1ccc(NC(=O)C2CCCCC2)cc1S(=O)(=O)N1CCOCC1	-9	2	3	0	-5	101	2	0.0	4	10
CCC(=O)Nc1ccc2c(c1)nc(CCN1CCC(C)CC1)n2C	-2	6	2	-1	5	92	2	0.6	0	13
COc1cccc(-c2csc(N3CCN(C(=S)Nc4ccccc4OC)CC3)n2)c1	-4	2	2	-1	11	104	-1	2.9	2	3
O=C(Nc1ccon1)c1cnc2sccn2c1=O	-6	1	17	·	13	92	-2	-2.3	3	-6
CC(Oc1cccc(Br)c1)C(=O)NNC(=O)CCS(=O)(=O)c1ccccc1 (centres undefined)	-6	-1	0	1	-2	100	-2	-1.7	6	10
Cc1c(C)c2c(c(C)c1O)CCC(C)(C(=O)O)O2 (centres undefined)	-4	-10	1	2	0	102	0	-1.6	-3	4
C[C@@H]1CN([C@H](C)CO)C(=O)CCCn2nncc2CO[C@H]1CN(C)Cc1ccc(C(F)(F)F)cc1	-6	2	1	2	-1	101	-2	1.0	-1	31*
CCOC(=O)C1=C(O)/C(=C/c2ccc(OCC(=O)O)c(OC)c2)SC1=Nc1ccc(OCC)cc1	·	2	9	1	2	99	0	0.2	-1	1
N#C/C(=C\c1cccs1)C(=O)NCc1ccco1	-4	-3	0	0	-12	89	2	-2.2	6	4
COCCNC(=O)/C(C#N)=C/c1cccc(NC(=O)c2ccccc2Cl)c1	-4	5	13	3	-2	101	7	-1.1	2	13
CCOC(=O)N1CCC(NC(=O)CCc2nc(-c3ccc(C)cc3)no2)CC1	·	11	-9	1	13	101	-2	0.3	-1	2
CCC1Oc2ccc(C)cc2N(CC(=O)NCC2COc3ccccc3O2)C1=O (centres undefined)	-6	-3	1	0	-2	99	-1	0.6	3	7
C(=C\c1ccccc1)/CSc1ccccn1	1	-5	4	-2	3	102	-2	-0.4	-5	-4
N#Cc1ccccc1CSc1nc2ccc(NC(=O)c3ccccc3C(=O)O)cc2s1	-16	1	6	-2	27	100	-1	-1.4	-2	-7
CC(=O)Cc1nsc(Nc2ccc3c(c2)OCCO3)n1	·	4	-1	-4	2	98	-2	-0.6	0	-7
C/C(=N\Nc1nc2ccccc2[nH]1)c1ccc2c(c1)OCO2	-7	9	-9	-3	-2	98	18	15*	-6	-3
CCOc1ccc(NC(=O)CSc2nc3ccccc3c(=O)n2Cc2cccs2)cc1	-7	3	-7	0	-22	97	-2	0.2	0	3
COc1ccc(S(=O)(=O)N(C)C[C@H]2Oc3c(NC(=O)CCC(F)(F)F)cccc3C(=O)N([C@H](C)CO)C[C@@H]2C)cc1	-5	2	5	-2	-2	94	-3	-2.0	5	17
O=C(/C=C/c1ccco1)NC(=S)Nc1ccccc1N1CCOCC1	-9	-6	31	-4	0	90	0	-2.8	-1	7
COc1cc2sc(-c3ccc(S(C)(=O)=O)cc3)c(C#CCO)c2cc1OC	-7	18	53*	-1	-3	96	6	2.8	5	5
O=C(CN1C(=O)C2C3C=CC(C4CC34)C2C1=O)Nc1cccc2ncccc12 (centres undefined)	2	-1	-1	-2	-3	102	0	-1.8	-3	10
COc1ccc(CNC(=O)C2CCCN(S(=O)(=O)N3CC(C)CC(C)C3)C2)c(OC)c1 (centres undefined)	-6	2	-1	1	8	100	0	-2.2	0	1
Cc1ccc2nc(NC(=O)CSCC(=O)OCC(=O)c3ccc(Br)cc3)sc2c1	·	-4	0	1	2	102	-2	2.8	4	22
CCN(Cc1ccncc1)Cc1cn[nH]c1-c1ccc(OC)cc1F	-5	1	-6	-3	0	94	3	1.8	-1	3
CN(C)c1nc(N)nc(-c2nc3ccccc3s2)n1	-8	-3	-13	-4	3	97	2	-0.6	1	0
O=C(Cc1ccc(F)cc1)NCCS(=O)(=O)N1CCN(c2ccccc2)CC1	-15	-2	-10	-1	-1	98	4	1.5	1	13
CCCCCCN1CCN(C2CN(Cc3cn(CCCCCC)nn3)S(=O)(=O)C2)CC1 (centres undefined)	·	-3	·	·	·	99	15	·	-3	·
Cc1ccccc1CN1CCN(S(=O)(=O)c2cccs2)CC1	-2	-6	-1	-1	-13	101	-1	1.2	0	26
NNC(=O)Cn1c(SCc2ccccc2)nc2ccccc21	-1	5	-1	0	-1	90	-1	1.8	-3	7
O=C(CN(CC1CCCO1)C(=O)CNS(=O)(=O)c1ccc(F)cc1)NC1CCCC1 (centres undefined)	-2	-6	-2	1	-7	98	-9	-0.8	0	1
O=C(NCc1ccccc1)NS(=O)(=O)c1ccccc1Cl	-9	-2	3	4	-6	101	0	-1.0	1	4
CCOC(=O)C1=C(C)NC(C)=C(C(=O)OCC)C1C(=O)OCC(=O)N(C)Cc1ccccc1	-5	-2	-1	-1	2	74*	2	0.3	-2	1
Clc1ccc(OCCCNCc2ccccc2)c(Br)c1	-4	0	7	2	7	94	-1	0.5	-1	1
CCOc1ccc(C2C=C(c3ccc(C)cc3)Nc3nnnn32)cc1 (centres undefined)	-10	-2	-6	-1	-8	95	-3	-0.3	-2	3

2 compounds drawn at random from those above, as already listed:
SMILES	CaV13 ICDI inh	ABHD5-PLIN5 inh	H9c2 protect	N-glyco inh	PDI inh	ABCB6 inh MLPCN	Granule exo inh	MC4R barr agon	m5-HT2A agonist	MC4R antagonist
CCOc1ccc(C2C=C(c3ccc(C)cc3)Nc3nnnn32)cc1 (centres undefined)	-10	-2	-6	-1	-8	95	-3	-0.3	-2	3
O=C(NCc1ccccc1)NS(=O)(=O)c1ccccc1Cl	-9	-2	3	4	-6	101	0	-1.0	1	4

Assay outcomes from PubChem BioAssay.
